# IDH1 R132H inh: IDH1 R132H (human) inhibition. inhibition, % at 10 µM. IDH1 R132H reductase, diaphorase/resazurin fluorescence, 60 min. 70,000 compounds, 0.18% hits. O75874; in the data active means inhibition above about 34%;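 further: 0% = DMSO and 100% = no enzyme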
# EZH2 inh: EZH2 (human) methyltransferase inhibition | Q15910 | PRC2 H3K27 methylation, DELFIA TRF, 1 h | inhibition, % at 12.5 µM | 57,000 compounds, 0.35% hits;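 active means mean inhibition of replicates at least 50% and every single replicate also reaching 50%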;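 further: dimethyl H3K27 on biotinylated H3 21-44 peptide detected by antibody; plate controls were median neutral control wells for no effect and median positive control wells for full effect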
# Target sequence (Q15910 whole entry, looked up): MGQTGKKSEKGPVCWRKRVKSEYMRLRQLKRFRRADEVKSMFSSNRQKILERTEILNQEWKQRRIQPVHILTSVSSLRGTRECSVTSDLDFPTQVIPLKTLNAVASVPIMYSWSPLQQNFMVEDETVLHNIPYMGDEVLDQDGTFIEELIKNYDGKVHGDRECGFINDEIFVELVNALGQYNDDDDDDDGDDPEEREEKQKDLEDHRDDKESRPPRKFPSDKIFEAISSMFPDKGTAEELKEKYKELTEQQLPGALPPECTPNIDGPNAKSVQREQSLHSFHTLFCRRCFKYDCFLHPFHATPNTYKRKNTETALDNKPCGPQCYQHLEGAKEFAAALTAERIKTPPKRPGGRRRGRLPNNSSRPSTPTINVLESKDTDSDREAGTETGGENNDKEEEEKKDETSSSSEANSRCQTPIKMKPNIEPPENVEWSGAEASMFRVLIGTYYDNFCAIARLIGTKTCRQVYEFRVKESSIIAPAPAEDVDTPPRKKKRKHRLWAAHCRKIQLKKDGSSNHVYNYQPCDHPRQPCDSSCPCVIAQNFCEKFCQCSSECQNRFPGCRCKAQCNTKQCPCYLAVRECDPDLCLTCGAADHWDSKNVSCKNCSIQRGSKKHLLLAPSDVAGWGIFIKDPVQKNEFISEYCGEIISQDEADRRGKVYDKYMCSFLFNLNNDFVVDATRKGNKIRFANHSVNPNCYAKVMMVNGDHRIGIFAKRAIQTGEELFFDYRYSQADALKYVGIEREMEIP
# * marks the source's active call; other numbers are inactive results; / = not tested or not shown. This is a subset (hit frequency here may not be typical).
SMILES,IDH1 R132H inh,EZH2 inh
Cc1noc(C)c1NC(=O)N(C)C[C@@H]1Oc2ccc(NC(=O)Cn3cnnn3)cc2C(=O)N([C@H](C)CO)C[C@H]1C,-1.7,/
CC(C)NC(=O)N[C@H]1C=C[C@H](CC(=O)O)O[C@H]1CO,-0.2,-2.0
C[C@@H](NC(=O)C[C@H]1C=C[C@@H](NC(=O)c2cccnc2)[C@@H](CO)O1)c1ccccc1,0.2,4.8
CO[C@@H]1CN(C)C(=O)c2ccc(NC(=O)Nc3ccc(F)cc3)cc2OC[C@H](C)NC[C@@H]1C,0.2,6.7
Cc1noc(C)c1NC(=O)N(C)C[C@@H]1OCCCC[C@@H](C)Oc2ccc(NC(=O)CCC(F)(F)F)cc2C(=O)N([C@H](C)CO)C[C@H]1C,2.5,/
C[C@H]1CN([C@@H](C)CO)C(=O)c2cc(NC(=O)Cc3cn(C)c4ccccc34)ccc2O[C@@H]1CN(C)Cc1ccc2c(c1)OCO2,/,-1.4
O=C(CC(=O)c1ccccc1)c1ccccc1,1.8,7.0
CO[C@H]1CC[C@H]2CCOc3c(C#N)cccc3C(=O)N(C)C[C@H](C)C(=O)N(C)C[C@H]1O2,0.1,11.5
COc1ccccc1-c1nnc(SCC(=O)Nc2ccccc2-c2ccccc2)n1C,-0.2,-1.8
C[C@@H]1CN([C@@H](C)CO)C(=O)c2cc(NS(=O)(=O)c3ccc(F)cc3)ccc2O[C@@H](C)CCCCO[C@@H]1CN(C)C(=O)Nc1ccccc1,0.8,/
COc1ccc(S(=O)(=O)N(C)C[C@@H]2OCCCC[C@@H](C)Oc3ccc(NS(=O)(=O)c4ccccc4)cc3C(=O)N([C@@H](C)CO)C[C@@H]2C)cc1,0.2,/
COc1ccccc1NC(=O)Cn1nc(C)c([N+](=O)[O-])c1C,0.2,/

# Brought forward from above: 3 entries; new compounds follow.
SMILES,IDH1 R132H inh,EZH2 inh
C[C@@H]1CN([C@@H](C)CO)C(=O)c2cc(NS(=O)(=O)c3ccc(F)cc3)ccc2O[C@@H](C)CCCCO[C@@H]1CN(C)C(=O)Nc1ccccc1,0.8,/
COc1ccc(S(=O)(=O)N(C)C[C@@H]2OCCCC[C@@H](C)Oc3ccc(NS(=O)(=O)c4ccccc4)cc3C(=O)N([C@@H](C)CO)C[C@@H]2C)cc1,0.2,/
COc1ccccc1NC(=O)Cn1nc(C)c([N+](=O)[O-])c1C,0.2,/
CCc1ccc(CCC(=O)Nc2sc3c(c2C#N)CCCC3)o1,-1.0,15.0
C[C@H](CO)N1C[C@H](C)[C@H](CN(C)C(=O)NC2CCCCC2)Oc2ccc(NC(=O)CCN3CCOCC3)cc2CC1=O,/,-0.5
C[C@@H]1CN([C@@H](C)CO)C(=O)c2cc(N(C)C)ccc2O[C@@H]1CN(C)Cc1ccc(C(F)(F)F)cc1,-1.2,-19.2
CN(C)c1ccc2c(c1)[C@@H]1C[C@@H](CC(=O)NCc3ccccn3)O[C@@H](CO)[C@@H]1O2,-10.2,6.7
C[C@@H]1CCCCO[C@@H](CN(C)C(=O)NC2CCCCC2)[C@@H](C)CN([C@@H](C)CO)C(=O)c2cc(NC(=O)Nc3cccc4ccccc34)ccc2O1,0.5,/
CO[C@H]1CN(C)C(=O)c2cc(NC(C)=O)ccc2OC[C@@H](C)N(C(=O)CN(C)C)C[C@@H]1C,0.3,8.8
Cc1noc(C)c1S(=O)(=O)N(C)C[C@H]1OCCCC[C@@H](C)Oc2ccc(NC(=O)NC3CCCCC3)cc2C(=O)N([C@@H](C)CO)C[C@@H]1C,0.5,/
C[C@H]1CN([C@@H](C)CO)C(=O)c2cccc(NC(=O)c3ccncc3)c2O[C@@H]1CN(C)Cc1ccc2c(c1)OCO2,3.9,0.2
C[C@H]1CN([C@@H](C)CO)C(=O)c2cc(C#CCN(C)C)cnc2O[C@H]1CN(C)C(=O)CN1CCOCC1,0.1,/
COc1ccc(NC(=O)Nc2cccc3c2O[C@H](CN(C)C(=O)NC(C)C)[C@@H](C)CN([C@H](C)CO)C3=O)cc1,/,-7.4
CO[C@@H]1CN(C)C(=O)c2ccc(NC(C)=O)cc2OC[C@@H](C)N(Cc2cccc(F)c2)C[C@H]1C,-1.0,-15.9
C[C@@H]1CN([C@H](C)CO)C(=O)CCCn2nncc2CO[C@H]1CN(C)C(=O)c1ccc(N2CCN(C)CC2)cc1,2.1,6.5
C[C@H](CO)N1C[C@H](C)[C@@H](CN(C)Cc2ccncc2)Oc2cc(-c3ccccc3F)ccc2S1(=O)=O,0.8,24.1
C[C@H]1CN([C@@H](C)CO)C(=O)Cc2cc(NC(=O)C3CC3)ccc2O[C@@H]1CN(C)C(=O)Nc1ccc2c(c1)OCO2,1.4,-5.0
C[C@@H]1CN([C@H](C)CO)C(=O)c2cc(-c3cccnc3)cnc2O[C@@H]1CN(C)C(=O)C1CCC1,/,7.9
COc1ccc(NC(=O)N[C@H]2C=C[C@H](CC(=O)NC3CCC3)O[C@@H]2CO)cc1,0.2,-2.4
CC(C)NC(=O)Nc1ccc2c(c1)C(=O)N([C@@H](C)CO)C[C@@H](C)[C@@H](CN(C)S(C)(=O)=O)O2,0.4,-3.2
Cc1noc(C)c1NC(=O)N(C)C[C@@H]1Oc2c(NC(=O)c3ccncc3)cccc2C(=O)N([C@@H](C)CO)C[C@H]1C,1.5,/
O=C(O)CNS(=O)(=O)c1cc(Cl)c(Cl)cc1Cl,0.4,1.0
C[C@@H]1CN([C@H](C)CO)C(=O)c2cc(C3=CCCCC3)cnc2O[C@H]1CN(C)C(=O)c1ccccn1,-4.3,4.5
Cc1ccc(F)cc1NC(=O)CSc1nc2ccccc2s1,-1.1,25.2
C[C@@H]1CN([C@@H](C)CO)C(=O)c2cc(N(C)C)ccc2O[C@@H]1CN(C)S(=O)(=O)c1ccccc1,-1.9,3.8
COc1ccc(NC(=O)CSc2nc3c(c(-c4cccs4)c2C#N)CCCC3)cc1,-0.1,-2.4
O=C(C[C@H]1C=C[C@H](NC(=O)C2CC2)[C@H](CO)O1)NCc1ccccc1Cl,-0.2,-5.8

# Record cards (already shown):
# Cc1noc(C)c1NC(=O)N(C)C[C@@H]1Oc2c(NC(=O)c3ccncc3)cccc2C(=O)N([C@@H](C)CO)C[C@H]1C is listed with IDH1 R132H inh: 1.5; EZH2 inh: /
# O=C(O)CNS(=O)(=O)c1cc(Cl)c(Cl)cc1Cl is listed with IDH1 R132H inh: 0.4; EZH2 inh: 1.0
# COc1ccc(NC(=O)CSc2nc3c(c(-c4cccs4)c2C#N)CCCC3)cc1 is listed with IDH1 R132H inh: -0.1; EZH2 inh: -2.4

# Later entries:
SMILES,IDH1 R132H inh,EZH2 inh
C[C@H](CO)N1C[C@H](C)[C@@H](CN(C)Cc2ccc(Oc3ccccc3)cc2)Oc2ccc(NS(=O)(=O)c3ccc(F)cc3)cc2CC1=O,1.0,/
C[C@@H](NC(=O)C[C@@H]1C=C[C@H](NC(=O)CN2CCOCC2)[C@H](CO)O1)c1ccccc1,-0.3,-1.9
O=C(N[C@@H]1CC[C@H](CCNC(=O)C2CCCCC2)O[C@@H]1CO)c1ccncc1,-0.1,-2.5
CCC(=O)Nc1ccc2c(c1)OC[C@H](C)N(Cc1cccnc1)C[C@H](C)[C@H](OC)CN(C)C2=O,-0.6,-1.3
CCC(=O)c1ccccc1OCCCN1C(=O)NC(C)(C)C1=O,-0.1,4.6
O=C(C[C@@H]1CC[C@@H](NS(=O)(=O)c2cccc(F)c2)[C@H](CO)O1)N1CCCCC1,-0.1,3.3
CO[C@H]1CN(C)C(=O)c2ccc(NS(C)(=O)=O)cc2OC[C@@H](C)N(Cc2nccs2)C[C@H]1C,0.2,6.3
C[C@H]1CCCCO[C@@H](CN(C)C(=O)Nc2cccc3ccccc23)[C@@H](C)CN([C@@H](C)CO)C(=O)c2cc(NC(=O)c3ccncc3)ccc2O1,1.9,/
C[C@@H]1CCCCO[C@@H](CN(C)C)[C@@H](C)CN([C@H](C)CO)C(=O)c2cc(NC(=O)c3ccccc3)ccc2O1,1.1,2.2
CC(C)NC(=O)N(C)C[C@@H]1Oc2ccc(NC(=O)C3CCCCC3)cc2CC(=O)N([C@H](C)CO)C[C@@H]1C,1.5,20.4
Cc1nnc(SCC(=O)Nc2ccc(Cl)cc2O)s1,0.3,16.7
Cc1cccc(NC(=O)CN(c2ccc(Oc3ccccc3)cc2)S(C)(=O)=O)c1C,0.3,-4.0
O=C(COc1ccc(Cl)cc1Br)NCc1ccccn1,0.5,7.0
CCOc1ccc(C(=O)NCc2nc(-c3ccccc3)no2)cc1,0.7,-16.4
Cc1cc(C)nc(SCc2nnnn2-c2ccccc2)n1,-0.4,11.2
C[C@@H]1CN([C@H](C)CO)C(=O)c2cc(C#CC3CCCCC3)cnc2O[C@H]1CN(C)Cc1ccncc1,3.8,-25.8
Cc1noc(C)c1NC(=O)N(C)C[C@H]1Oc2c(NC(=O)c3ccc(-c4nccs4)cc3)cccc2C(=O)N([C@@H](C)CO)C[C@H]1C,-22.2,/
Cc1ccc(S(=O)(=O)N(C)C[C@H]2Oc3cc(C4=CCCC4)ccc3S(=O)(=O)N([C@H](C)CO)C[C@@H]2C)cc1,0.9,-17.1
O=C(C[C@@H]1C[C@@H]2c3cc(NC(=O)NC4CCCC4)ccc3O[C@@H]2[C@@H](CO)O1)NCCc1ccccc1,-0.1,-2.8
COc1ccc(-c2ccc([C@H]3[C@@H](CO)N(C(=O)CN(C)C)[C@H]3C#N)cc2)cc1,-0.1,/
CC(=O)N[C@@H]1C=C[C@@H](CC(=O)NCc2ccc(Cl)cc2)O[C@@H]1CO,0.1,-0.9
CCCC(=O)Nc1ccc2c(c1)C(=O)N(C)C[C@H](OC)[C@H](C)CN(C(=O)CC)[C@@H](C)CO2,0.2,4.7
Cc1ccc(Cl)cc1NC(=O)CN(c1ccccc1F)S(C)(=O)=O,-0.6,-5.6
COc1cccc(NC(=O)CCCC(=O)O)c1,0.2,-15.1
COc1ccccc1CC(CC(=O)O)C(=O)O (centres undefined),1.5,-1.4
C[C@@H]1CN([C@@H](C)CO)S(=O)(=O)c2ccc(-c3ccc(F)cc3)cc2O[C@@H]1CN(C)Cc1ccccc1C(=O)O,/,-6.2
Cc1noc(C)c1NC(=O)Nc1ccc2c(c1)C(=O)N([C@@H](C)CO)C[C@H](C)[C@H](CN(C)S(=O)(=O)c1ccc(F)cc1)OCCCC[C@H](C)O2,2.8,/
Cc1noc(C)c1NC(=O)N[C@H]1CC[C@H](CCNC(=O)C2CCCCC2)O[C@H]1CO,0.0,-2.6
CO[C@H]1CN(C)C(=O)c2ccc(NC(=O)c3ccc(F)cc3)cc2OC[C@H](C)NC[C@H]1C,0.1,-9.5
C[C@@H]1CN([C@H](C)CO)C(=O)c2cc(C#CCN(C)C)cnc2O[C@@H]1CN(C)C(=O)c1cccc(F)c1,0.2,/
COC(=O)CCN(C(=O)c1ccc(C)c([N+](=O)[O-])c1)c1ccccn1,0.8,8.1
C[C@@H]1CN([C@@H](C)CO)C(=O)Cc2cc(NC(=O)CCCCCC(=O)Nc3ccccc3N)ccc2O[C@@H]1CN(C)S(=O)(=O)c1cccs1,0.1,-17.7
CCCNC(=O)Nc1ccc2c(c1)OC[C@H](C)N(Cc1ccncc1)C[C@@H](C)[C@H](OC)CN(C)C2=O,0.0,8.5
C[C@H]1CN([C@@H](C)CO)C(=O)c2cc(NC(=O)CCCCCC(=O)Nc3ccccc3N)ccc2O[C@H]1CN(C)Cc1ccc2c(c1)OCO2,-0.3,9.6
Cc1ccc(S(=O)(=O)NCCSc2ncc(-c3ccc([N+](=O)[O-])cc3)[nH]2)cc1,0.1,12.1
COc1ccc(S(=O)(=O)Nc2ccc3c(c2)C(=O)N([C@H](C)CO)C[C@H](C)[C@H](CN(C)Cc2ccc(Cl)c(Cl)c2)OCCCC[C@H](C)O3)cc1,2.2,/
C[C@H](CO)N1C[C@H](C)[C@H](CN(C)Cc2ccc(Oc3ccccc3)cc2)Oc2ccc(NC(=O)c3ccncc3)cc2C1=O,0.0,-0.3
Cn1nnnc1SCC(=O)Nc1ccc(Oc2ccccc2)cc1,0.3,/
C[C@@H]1CN([C@H](C)CO)C(=O)c2cc(N(C)C)ccc2O[C@@H]1CN(C)Cc1ccc(-c2ccccc2)cc1,-0.9,-0.2
CC(C)NS(=O)(=O)c1ccc(OCC(=O)O)c(Cl)c1,0.5,-6.9
O=C(C[C@@H]1C[C@H]2c3cc(NC(=O)C4CCOCC4)ccc3O[C@H]2[C@H](CO)O1)NCc1ccccn1,0.5,8.0
O=C(COc1ccc(Cl)cc1Br)Nc1ccccc1C(=O)Nc1ccccc1,-0.7,-9.8
O=C(C[C@H]1C[C@H]2c3cc(NS(=O)(=O)c4ccc(F)cc4)ccc3O[C@H]2[C@H](CO)O1)NCc1cc(F)ccc1F,-0.2,-13.4
COc1cc([N+](=O)[O-])ccc1NC(=O)CSc1nc(C)cc(C(F)(F)F)n1,0.2,5.3
COC(=O)C[C@H]1C[C@@H]2c3cc(NC(=O)NC4CCCCC4)ccc3O[C@@H]2[C@@H](CO)O1,-0.1,3.7
O=C(C[C@H]1CC[C@@H](NC(=O)Cc2ccccn2)[C@H](CO)O1)NCCc1ccncc1,0.2,-14.9
CC(C)NC(=O)Nc1ccc2c(c1)C(=O)N([C@@H](C)CO)C[C@H](C)[C@@H](CN(C)C(=O)Nc1ccc3c(c1)OCO3)O2,0.5,/
Cc1ccc(S(=O)(=O)Nc2ccc3c(c2)C(=O)N([C@@H](C)CO)C[C@H](C)[C@H](CN(C)C(=O)C2CCCCC2)OCCCC[C@H](C)O3)cc1,1.3,/
CC(=O)N(C)C[C@@H]1Oc2ncc(C#Cc3cccc(F)c3)cc2C(=O)N([C@@H](C)CO)C[C@@H]1C,-1.0,6.0
O=C1c2ccccc2C(Cc2ccncc2)(Cc2ccncc2)c2ccccc21,12.1,6.2
C[C@H](CO)N1C[C@H](C)[C@H](CN(C)C(=O)Nc2ccc(F)cc2)Oc2ccc(NC(=O)Nc3ccc(F)cc3)cc2C1=O,2.2,/

# Compound activity as filed in PubChem BioAssay.
